RNase H inhibition: RNase H inhibition, HIV 1 Gag Pol polyprotein, FRET biochemical assay, screening (AID 372). HIV-1 RT RNase H, FRET RNA/DNA substrate fluorescence; higher % means a stronger effect. 100,000 tested, 0.77% active. one-dose inhibition, % at 10 µM; IC50 in µM for titrated hits; in the data active means inhibition above about 50%
Numbers without * were called inactive. Only part of the results is shown; count on the stated rates, not on these rows.

Preview (two entries):
SMILES	RNase H inhibition
O=C(COc1ccc2ccccc2c1)N1CCN(C2CCCC2)CC1	0.0%
CCOC(=O)c1c(N)n(CCN2CCOCC2)c2nc3ccccc3nc12	10.0%

The list itself, repeating the preview:
SMILES	RNase H inhibition
O=C(COc1ccc2ccccc2c1)N1CCN(C2CCCC2)CC1	0.0%
CCOC(=O)c1c(N)n(CCN2CCOCC2)c2nc3ccccc3nc12	10.0%
CCc1c(O)n(-c2ccccc2)c(=S)[nH]c1=O	3.0%
C/C(=N/NC(=O)c1ccc(F)cc1)c1ccccn1	13.0%
CCCCN(CC#CCOCCC#N)CCCC	0.0%
Cc1cc(/C=C2\C(=O)NC(=O)N(c3ccccc3)C2=O)c(C)n1-c1ccc(C(=O)O)c(Cl)c1	13.0%
CCOc1cc(C=C2C(=O)NC(=S)NC2=O)ccc1OCc1c(C)no[n+]1[O-]	8.0%
COc1cc(/C=c2/sc3nc4ccccc4n3c2=O)cc(OC)c1OC(=O)N(C)C	35.0%
O=C1NC(=S)NC(=O)C1=Cc1cccs1	11.0%
Cc1ccc(CN2CCN(c3ccc(F)cc3)CC2)c(C)c1	0.0%
Cc1cc(C=C2C(=O)NC(=S)NC2=O)c(C)n1-c1ccccc1	14.0%
Cc1cc(/C=C2\C(=O)NC(=O)N(c3cccc(F)c3)C2=O)c(C)n1-c1cc(C(=O)O)cc(C(=O)O)c1	7.0%
CC(C)c1ccc(N2C(=O)NC(=O)/C(=C/C=C/c3ccco3)C2=O)cc1	4.0%
CSc1ccc(CN2CCN(c3ccccc3C)CC2)cc1	7.0%
CN1C2CCC1CC(=NOC(=O)c1ccc(F)cc1)C2	8.0%
O=C1NC(=S)N(c2ccc(Cl)cc2)C(=O)/C1=C\c1ccc([N+](=O)[O-])o1	32.0%
COc1nc(NC(C)C)nc(NC(C)C)n1	2.0%
c1cc2c(cc1CCNC1C3CC4CC(C3)CC1C4)OCO2 (stereo not given)	10.0%
CCC(C)N1CCN(Cc2cc(Br)ccc2OC)CC1 (stereo not given)	0.0%
COc1cc(OC)c(OC)cc1CNCCc1cccc(Cl)c1	1.0%
CCC(=O)N(Cc1ccc(OC)c(OC)c1)C1CC(C)N(C)CC1C (stereo not given)	1.0%
COc1cccc(CN2CCN(Cc3ccccc3Br)CC2)c1	3.0%
COc1ccc(CN2CCN(C(C)C)CC2)c(OC)c1	3.0%
CCN(CC)C(=O)CSP(=O)(c1ccccc1)c1ccccc1	8.0%
CCOc1cc(CN2CCN(c3cccc(Cl)c3)CC2)ccc1O	12.0%
CCCC(=O)c1ccc(N2CCNCC2)c(F)c1	10.0%
O=[N+]([O-])c1ccc(N2C(c3ccccc3)C2(Cl)Cl)cc1 (stereo not given)	15.0%
CCCN(CCC)c1ccc(C=C2C(=O)NC(=S)NC2=O)cc1	31.0%
COc1cccc(N2C(=O)CC(=O)NC2=O)c1	0.0%
Cc1cccc(N=Cc2c(O)n(C)c(=O)n(C)c2=O)c1	0.0%
COC(=O)C1=C(C)OC(N)=C(C#N)C12C(=O)Nc1ccccc12 (stereo not given)	5.0%
CCOC(=O)c1c(C)n(Cc2ccco2)c2ccc(O)cc12	3.0%
CC1CN(C)CCC1(O)c1ccccc1 (stereo not given)	6.0%
CCOc1ccc(CN(CCc2ccc3c(c2)OCO3)Cc2cc(OC)ccc2O)cc1	12.0%
Cc1ccc(N2CCN(CCc3ccccc3)CC2)cc1	6.0%
O/N=C1/C(=C/c2ccccc2)N2CCC1CC2	0.0%
O=C1NC(=O)N(c2ccccc2Cl)C(=O)C1=Cc1ccccc1	10.0%
Cc1ccc(-n2c(C)nc3ccccc3c2=O)cc1Cl	10.0%
Clc1ccc(CCNCc2cccnc2)c(Cl)c1	8.0%
Cc1cccc(-n2c(/C=C/c3ccc([N+](=O)[O-])cc3)nc3ccccc3c2=O)c1	13.0%
O=c1oc2ccccc2c2c1C(c1ccc(Cl)cc1)c1c(c3ccccc3oc1=O)O2	9.0%
COc1ccccc1CN1CCN(Cc2ccc(SC)cc2)CC1	3.0%
CN=C1CN=C(c2ccccc2)c2cc(Cl)ccc2N1	23.0%
CCc1ccc(C2C(C#N)=C(N)Oc3c2c(=O)oc2ccccc32)cc1 (stereo not given)	8.0%
Cc1ccc(C)c(N2CCN(Cc3ccc(Cl)c(Cl)c3)CC2)c1	4.0%
CCSc1nc2ccccc2c(=O)n1-c1cccc(C)c1	35.0%
C=CCOc1cccc(C=C2C(=O)NC(=O)NC2=O)c1	15.0%
CCn1cc(C=C2C(=O)NC(=S)NC2=O)c2ccccc21	4.0%
CCCCC1(C)N2CC3(C)CN1CC(C)(C2)C3=O (stereo not given)	8.0%
O=C(N1CCN(C(c2ccccc2)c2ccccc2)CC1)C(O)(c1ccccc1)c1ccccc1	11.0%
O=C1NC(=O)C(=Cc2cccc(OCCOc3ccc([N+](=O)[O-])cc3)c2)C(=O)N1	16.0%
O=c1c2ccccc2nc(/C=C/c2cc(Br)ccc2O)n1-c1ccccc1[N+](=O)[O-]	13.0%
COc1cccc(-n2c(/C=C/c3cccnc3)nc3ccccc3c2=O)c1	6.0%
COc1cccc(COc2cc(C)cc3oc(=O)c4c(c23)CCCC4)c1	15.0%
O=C(Nc1cc(Cl)c([N+](=O)[O-])cc1Cl)c1cc2ccccc2cc1O	2.0%
O=C(Nc1ccc(Br)cc1C(=O)c1ccccc1)c1ccc([N+](=O)[O-])cc1	13.0%
CCCCCCN=Cc1c(O)n(C)c(=O)n(C)c1=O	0.0%
COc1ccc(CN2CCN(Cc3cccc(C)c3)CC2)cc1	7.0%
CCSc1nc2ccccc2c(=O)n1-c1ccc(OC)cc1	11.0%
Cc1cc(/C=C2\C(=O)NC(=O)N(C)C2=O)c(C)n1-c1ccc2c(c1)OCO2	11.0%

Arranged by length of the SMILES (largest number first): some entries from above.
SMILES	RNase H inhibition
COC(=O)C1=C(C)OC(N)=C(C#N)C12C(=O)Nc1ccccc12 (stereo not given)	5.0%
Cc1ccc(C)c(N2CCN(Cc3ccc(Cl)c(Cl)c3)CC2)c1	4.0%
Cc1ccc(CN2CCN(c3ccc(F)cc3)CC2)c(C)c1	0.0%
COc1cccc(CN2CCN(Cc3ccccc3Br)CC2)c1	3.0%
COc1nc(NC(C)C)nc(NC(C)C)n1	2.0%

A second format for some results above:
SMILES,RNase H inhibition
CCSc1nc2ccccc2c(=O)n1-c1cccc(C)c1,35.0%
C=CCOc1cccc(C=C2C(=O)NC(=O)NC2=O)c1,15.0%
CCn1cc(C=C2C(=O)NC(=S)NC2=O)c2ccccc21,4.0%

Additional structures:
SMILES	RNase H inhibition
CCC(=O)O[C@]1(c2ccccc2)CCN(C)[C@H]2CCC[C@H]21	2.0%
CC12CCC3C(CC=C4CC(O)CCC43C)C1C/C(=C\c1ccc([N+](=O)[O-])cc1)C2=O (stereo not given)	55.0%*
COC(=O)COc1ccc(C=C2C(=O)NC(=O)NC2=O)cc1	3.0%
O=C(NC1CCSC1=O)c1cccs1 (stereo not given)	2.0%
CCOc1ccc(N2C(=O)NC(=O)/C(=C\c3ccc(Sc4nc5ccccc5[nH]4)o3)C2=O)cc1	19.0%
COc1cc([N+](=O)[O-])ccc1-c1ccc(/C=C2\C(=O)NC(=O)N(c3ccc4c(c3)OCO4)C2=O)o1	21.0%
CCC(=O)N1CC(=O)Nc2ccc(Br)cc2C1c1ccccc1 (stereo not given)	3.0%
O=C1NC(=S)N(c2ccccc2)C(=O)/C1=C/c1ccc(-c2ccc(C(=O)O)c(Cl)c2)o1	9.0%
Cc1[nH]c2ccc(S(=O)(=O)O)cc2c1CCN	0.0%
Cc1ccc(-n2c(/C=C/c3ccccc3[N+](=O)[O-])nc3ccccc3c2=O)cc1	9.0%
COc1ccc(CN2CCN(Cc3cccc(OC)c3)CC2)cc1	7.0%
Nc1ccc(Br)cc1C(=O)c1ccc(Cl)cc1Cl	16.0%
O=C(CF)NC(=C(Cl)Cl)P(=O)(c1ccccc1)c1ccccc1	0.0%
COc1cc(C)c(CN2CCN(c3cccc(Cl)c3)CC2)cc1C	6.0%
CCOc1ccc(N2C(=O)/C(=C/c3ccco3)C(=O)NC2=S)cc1	9.0%
O=C1NC(=O)N(c2ccccc2F)C(=O)/C1=C/c1ccc(Oc2ccc([N+](=O)[O-])cn2)cc1	6.0%
Cc1ccc(-n2c(-c3ccccc3F)nc3ccccc3c2=O)cc1	7.0%
CCOC(=O)C(Cc1ccccc1)N1CC1C(=O)OC (stereo not given)	15.0%
O=C(COc1ccc([N+](=O)[O-])cc1)Nc1ccc(Br)cc1C(=O)c1ccccc1	49.0%
O=C1NC(=S)N(c2ccc(Cl)cc2)C(=O)/C1=C\C=C\c1ccco1	6.0%
COc1ccc(N2C(=O)/C(=C/c3cc(C)n(-c4ccc(N5CCOCC5)cc4)c3C)C(=O)NC2=S)cc1	12.0%
COc1cccc(CNCCc2ccc(Cl)cc2Cl)c1	11.0%
C#CCSc1nc2ccccc2c(=O)n1-c1ccc(C)cc1	11.0%
CCOc1cc(-c2ccc3c(c2)OCO3)cc(=[O+]CC)c2c(C)oc(C)c12	21.0%
O=C(/C=C/c1ccco1)C1C(=O)c2ccccc2C1=O	22.0%
Cc1cccc(N2CCN(Cc3ccccc3Cl)CC2)c1C	0.0%
CCc1ccc(CN2CCN(Cc3ccccc3)CC2)cc1	1.0%
Cc1cc(-c2ccc(C=C3C(=O)NC(=O)NC3=O)o2)ccc1[N+](=O)[O-]	67.0%*
CCC(CC)NCc1c[nH]c2ccccc12	14.0%
C=C(C)c1cccc(C(C)(C)NC(=O)NC2CN3CCC2CC3)c1 (stereo not given)	4.0%
O=C1NC(=O)N(c2cccc3ccccc23)C(=O)/C1=C\c1ccc(O)cc1	6.0%
Cc1ccccc1-n1c(/C=C/c2cccc(Br)c2)nc2ccccc2c1=O	3.0%
O=C1NC(=S)NC(=O)C1=Cc1ccc(-c2ccc(S(=O)(=O)Nc3nccs3)cc2)o1	27.0%
CC(C)CCn1c(=O)c(C(=O)Nc2ccc(I)cc2)c(O)c2ccccc21	11.0%
O=C1NC(=O)N(c2ccc(Cl)cc2)C(=O)/C1=C/c1ccc(Br)o1	10.0%
Cc1ccc(C)c(N2CCN(Cc3ccccc3Br)CC2)c1	6.0%
CCOC(=O)C1=C(N)OC(c2ccccc2)=C(C(=O)OCC)C12C(=O)Nc1ccccc12 (stereo not given)	5.0%
Cc1[nH]c2ccccc2c1/C=N/N/C(N)=N/[N+](=O)[O-]	1.0%
Cc1cccc(N2C(=O)/C(=C/c3cccn3C)C(=O)NC2=S)c1	40.0%
N#CC1=C(N)Oc2c(c(=O)oc3ccccc23)C1c1cccs1 (stereo not given)	11.0%
O=C1NC(=S)NC(=O)C1=Cc1ccc(-c2ccc(Br)c(Cl)c2)o1	54.0%*
CCC1(c2ccccc2)C(=O)N(C)C(=O)N(C(=O)c2ccccc2)C1=O (stereo not given)	4.0%
CN1C(=O)NC(=O)/C(=C/c2cn(Cc3ccccc3Cl)c3ccccc23)C1=O	17.0%
CCCN(CCC)CP(=O)(OCC)OCC	43.0%
CC1CN(c2c([N+](=O)[O-])cc(C(F)(F)F)cc2[N+](=O)[O-])CC(C)N1 (stereo not given)	19.0%
COC(=O)C1=C(N)OC2=C(C(=O)CC(C)(C)C2)C12C(=O)Nc1ccccc12 (stereo not given)	5.0%
CCc1ccc(N2C(=O)CC(=O)NC2=S)cc1	11.0%
COc1ccc(CN2CCN(C)CC2)cc1	2.0%
O=P(Oc1ccccc1)(Oc1ccccc1)C(NCc1ccccc1)c1ccccc1 (stereo not given)	5.0%
CCN1C(=O)/C(=C/c2cccn2C)C(=O)NC1=S	51.0%*

Molecules from the list above containing an aryl thioether with sulfur outside any ring:
SMILES	RNase H inhibition
CSc1ccc(CN2CCN(c3ccccc3C)CC2)cc1	7.0%
COc1ccccc1CN1CCN(Cc2ccc(SC)cc2)CC1	3.0%
CCSc1nc2ccccc2c(=O)n1-c1cccc(C)c1	35.0%
CCSc1nc2ccccc2c(=O)n1-c1ccc(OC)cc1	11.0%
CCOc1ccc(N2C(=O)NC(=O)/C(=C\c3ccc(Sc4nc5ccccc5[nH]4)o3)C2=O)cc1	19.0%
C#CCSc1nc2ccccc2c(=O)n1-c1ccc(C)cc1	11.0%

Compound activity deposited in PubChem by MTDP.
